SIAE primary = human SIAE inhibitors, primary screen, biochemical, fluorescence polarization, FP-Rh probe, 1536-well HTS; Sialate O-acetylesterase (Homo sapiens), Q9HAT2; SIAE FP-Rh probe binding; inhibition, % at 9.66 µM; 0.69% of 370,000 active; AID 1053197, 2014;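 active = inhibition above a cutoff: mean of compounds within the control limits plus 3 SD of those, cut at about 17% in these data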;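 note: 0% = plate median of compound wells and 100% = probe without SIAE protein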
HTRA1 inh = HTRA1 serine protease inhibitors, primary screen, biochemical, fluorescence polarization, HTS | Q92743 | recombinant HTRA1, FP-rhodamine activity-based probe | inhibition, % at 5.96 µM | 0.5% of 340,000 active; in the data active = inhibition above about 36%;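 note: 0% = enzyme with DMSO and 100% = wells lacking enzyme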
Target sequence (Q92743 whole entry, looked up): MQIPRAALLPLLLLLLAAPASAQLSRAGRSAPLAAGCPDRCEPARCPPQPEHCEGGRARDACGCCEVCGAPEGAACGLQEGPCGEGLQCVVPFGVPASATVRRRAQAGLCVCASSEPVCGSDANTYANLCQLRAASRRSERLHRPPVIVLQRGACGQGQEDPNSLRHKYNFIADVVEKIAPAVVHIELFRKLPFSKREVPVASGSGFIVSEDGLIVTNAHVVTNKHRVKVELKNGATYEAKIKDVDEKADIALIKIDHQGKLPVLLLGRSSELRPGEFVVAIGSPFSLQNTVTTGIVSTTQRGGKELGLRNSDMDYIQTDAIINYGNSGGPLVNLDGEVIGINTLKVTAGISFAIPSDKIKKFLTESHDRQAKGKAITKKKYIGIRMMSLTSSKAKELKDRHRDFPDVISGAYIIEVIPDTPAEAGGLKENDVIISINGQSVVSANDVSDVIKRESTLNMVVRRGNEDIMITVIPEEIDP
MBD2 inh = inhibitors of MBD2 binding to methylated DNA, primary screen, biochemical, TR-FRET, DNA-binding domain, human. inhibition, % at 4.4 µM. Methyl-CpG-binding domain protein 2 (Homo sapiens), Q9UBB5. MBD2 binding to methylated oligonucleotide. 0.31% of 370,000 active; in the data active = inhibition above about 13%
rCAG binder = binders of r(CAG) RNA repeats, primary screen, biochemical, fluorescence; r(CAG) RNA repeat, TO-PRO-1 dye displacement fluorescence; inhibition, % at 3 µM; 1.3% of 370,000 active;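 active = inhibition above the plate cutoff, the mean of all test compounds on that plate plus 3 SD, cut at about 35% in these data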;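 note: 0% = DMSO alone and 100% = 100 µM mitoxantrone as full dye displacement; higher means more dye released from RNA so lower well fluorescence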
LEDGF integ inh = blockers of LEDGF/p75-dependent integrase strand transfer – biochemical, TR-FRET, high throughput, primary screen; HIV-1 integrase (with human LEDGF/p75); TR-FRET IN-LEDGF/p75 DNA integration, Eu/Cy5; inhibition, % at 3.7 µM; 0.64% of 370,000 active;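 active = inhibition above the screen-wide mean plus 3 SD, cut at about 13% in these data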;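 note: signal is the Cy5 over europium emission ratio at 671 and 618 nm; 0% = plate median of compound wells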
mABHD4 FP = ABHD4 inhibitors, primary screen, biochemical, fluorescence polarization, mouse | (Lyso)-N-acylphosphatidylethanolamine lipase (Mus musculus), Q8VD66 | purified mABHD4, FP-Rh probe fluorescence polarization | inhibition, % at 8.92 µM | 0.54% of 370,000 active | AID 720543, 2013;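 active = inhibition exceeding the mean over every tested compound plus 3 SD, cut at about 30% in these data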;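 note: 0% = plate median of compound wells and 100% = S159A mutant with DMSO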
Target sequence (Q8VD66 whole entry, looked up): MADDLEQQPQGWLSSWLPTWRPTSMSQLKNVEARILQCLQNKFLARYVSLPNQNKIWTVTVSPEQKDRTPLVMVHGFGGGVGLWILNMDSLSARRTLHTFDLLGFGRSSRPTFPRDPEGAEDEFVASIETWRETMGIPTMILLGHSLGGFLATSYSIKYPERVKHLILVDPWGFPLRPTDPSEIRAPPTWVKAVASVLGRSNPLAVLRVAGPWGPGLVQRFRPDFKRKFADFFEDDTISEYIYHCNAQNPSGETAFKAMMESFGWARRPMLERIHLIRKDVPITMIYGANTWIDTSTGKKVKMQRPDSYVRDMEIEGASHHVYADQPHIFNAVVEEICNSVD
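Test system: mABHD4 protein | Buffer or medium: HEPES pH 7.0 buffer, 150 mM NaCl, 0.01% Pluronic F-127 | Probe or stimulus: FP-Rh fluorescent activity-based probe, added after compound pre-incubation | Timing: Pre-incubation 45 min, probe exposure 60 min, at 25 °C | Technique: Fluorescence polarization, excitation 525 nm, emission 598 nm, BODIPY TMR filters | Repeats: Single well per compound (singlicate)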
PRMT1 inh = PRMT1 methyltransferase inhibitors, primary screen, biochemical, fluorescence polarization; recombinant PRMT1, activity-based probe fluorescence polarization; 1.3% of 370,000 active; inhibition, % at 2.79 µM; Protein arginine N-methyltransferase 1 (Homo sapiens), Q99873; AID 652257, 2013;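 active = inhibition above about 21% made by adding two undisclosed values, limit read from the data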
TDP2 absorb = human TDP2 enzyme inhibitors, primary screen, biochemical, epi absorbance, recombinant enzyme; T5PNP hydrolysis, p-nitrophenol absorbance 415 nm; inhibition, % at 12.8 µM; Tyrosyl-DNA phosphodiesterase 2 (Homo sapiens), O95551; AID 720702, 2013; 0.34% of 370,000 active;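 active = inhibition above the mean of all tested compounds plus 3 SD, set per campaign, cut at about 25% in these data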;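 note: 0% = DMSO with enzyme and 100% = buffer with substrate but no TDP2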
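System: recombinant human TDP2 / Amount: 120 nM TDP2 per well / Also added: 5 mM T5PNP chromogenic substrate / Doses: 12.8 µM single point, 1% DMSO / Incubation: 2 h at 37 °C / Detection: p-Nitrophenol epi absorbance / Evaluation: % inhibition relative to enzyme-containing and enzyme-free wells / Repeats: singlicate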
TCR-CD3 inh = inhibitors of human TCR-CD3 interaction, primary screen, biochemical, fluorescence, TAMRA-labeled TCR probe; T-cell receptor (TCR); inhibition, % at 9.4 µM; 0.37% of 360,000 active; in the data active = inhibition above about 19%;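 note: recombinant mutant TCR 2C K166C tagged with TAMRA read by polarization; 0% = receptor in buffer alone and 100% = receptor with positive control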
NPR2 activator = human GC-B receptor activators, primary screen, HEK293 GC-B cells, cGMP TR-FRET, EC30 CNP; activation, % at 10 µM; AID 1920062, 2024; 0% at EC30 CNP, 100% saturating CNP; 0.11% of 370,000 active;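 active = activation at 10 µM reaching about 35% in either raw or pattern-adjusted values, limit read from the data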
An asterisk follows results filed as active; nt = not tested or not shown.

nr	SMILES	SIAE primary	HTRA1 inh	MBD2 inh	rCAG binder	LEDGF integ inh	mABHD4 FP	PRMT1 inh	TDP2 absorb	TCR-CD3 inh	NPR2 activator
1	CC(C)C[C@@H](CSc1ccc(Br)cc1)N1CCN(CCc2ccccc2)CCC1=O	-2	-11	3	2	2	-1	-2	-7	0	2
2	CC(=O)NC(Cc1ccc(F)cc1)C(=O)NC1CCN(C(=O)Nc2ccccc2C)CC1 (stereo unspecified)	4	-5	0	1	-8	8	3	-12	-2	2
3	O=C(NC1CC1)c1ccc(NS(=O)(=O)c2ccc(F)cc2)cc1	8	2	1	2	2	1	1	-13	0	-1
4	COc1ccc(NC(=O)CCN2C(=O)[C@@H]3[C@H](C2=O)[C@H]2C=C[C@@H]3C2)cc1	-4	-7	-4	-2	1	0	0	7	-5	-4
5	CC(C)(C)c1ccc(Cn2c(=O)cnc3ccccc32)cc1	0	-14	-3	-2	3	2	-1	-12	-7	-5
6	CCOC(=O)Cc1c(C)nc(N)[nH]c1=O	0	-1	1	1	2	-2	-5	12	8	-2
7	C=CCNc1nc(N2CCCC2)nc2ccccc12	-3	-8	1	8	3	8	-2	-1	13	3
8	CCOCCCNC(=O)C(c1ccc(Cl)cc1)N1CCN(c2ccccc2)CC1 (stereo unspecified)	5	-1	-3	1	3	-14	0	1	12	5
9	CC(=O)c1cccc(NC(=O)CCc2nnc3ccc(NCc4ccco4)nn23)c1	-8	4	2	3	3	7	0	6	7	-5
10	COc1ccc(C(NC(=O)CC(C)C)c2c(O)ccc3ccccc23)cc1 (stereo unspecified)	0	-22	1	3	-8	-25	2	-3	1	-7
11	Cc1cc(C)n2c(SCC(=O)Nc3c(C)n(C)n(-c4ccccc4)c3=O)nnc2n1	2	-1	7	3	-1	3	1	5	7	7
12	CC1Oc2ccccc2N(CC(=O)N2CCCCC2)C1=O (stereo unspecified)	-6	14	3	1	3	1	0	8	2	0
13	Clc1ccccc1Cn1nnc2ccccc21	-1	2	-6	-2	5	0	-7	6	7	4
14	COc1ccc(-c2c(C)nn3c(N4CCOCC4)cc(C)nc23)cc1OC	-1	8	-1	-1	1	17	-4	-10	-5	-3
15	Cc1nn(C)c(C)c1NC(=O)c1ccc(S(=O)(=O)N(C)C)cc1	-2	-4	-1	-1	-2	7	2	1	-6	-2
16	Cc1ccsc1C(=O)NNC(=O)COc1ccccc1Cl	-1	-2	4	-2	-1	5	4	3	0	2
17	CCCCNC(=O)NS(=O)(=O)c1ccc(NC(=O)CSc2nnc(-c3cccs3)n2-c2ccc(OC)cc2)cc1	-10	nt	-1	54*	3	-7	1	2	nt	2
18	CC1=CC(=O)C(C(C)C)=C/C1=N\OC(=O)c1cccc2nc(C)oc12	-6	1	-2	1	-3	2	0	-1	8	-4
19	COc1ccc(/C=C2\C(=O)NCC(=O)N2C)cc1	0	-1	3	1	-2	2	2	13	-2	2
20	Cc1ccc(S(=O)(=O)N(C)c2ccc(C)c([N+](=O)[O-])c2)cc1	1	-7	0	3	3	-7	2	-1	10	-3
21	Cc1cc(S(=O)(=O)N2CCCC2)ccc1OCC(=O)N1CCOCC1	2	4	1	-3	2	9	2	-4	3	5
22	O=C(c1cc(-c2ccccc2)nc2ccccc12)N1CCN(c2ccccc2O)CC1	3	-23	2	5	2	-10	-2	-20	-10	1
23	C=CCNC(=O)c1ccc(C)cc1Cl	-3	2	-2	-1	1	4	-1	-6	-1	5
24	CNC(=O)C1C(=S)NC(N)=C(C#N)C1c1ccccc1 (stereo unspecified)	2	5	-3	1	-3	3	61*	12	-1	7
25	O=C(O)c1[nH]c2ccc(Br)cc2c1CCN1C(=O)c2cccc([N+](=O)[O-])c2C1=O	-7	-7	4	64*	-4	-1	2	-8	2	1
26	CC(C)(C)OC(=O)N(CCc1ccccc1)Cc1ccccc1OCc1cccc(NC(=O)C2CC2)c1	-20	-67	4	6	-5	-32	-1	-7	4	2
27	CCOC(=O)c1sc2nc(C)nc(NCc3ccc(Cl)cc3)c2c1C	-40	-20	5	-1	-4	9	3	-3	2	-7
28	CCN1CCN(C(=O)CNC(=O)c2nn(-c3ccc(OC)cc3)c(=O)c3ccccc23)CC1	7	2	1	-5	-1	-2	-2	6	-1	1
29	CCOC(=O)C1CCN(C(=O)c2cc(S(=O)(=O)N(C)C)ccc2N2CCCC2)CC1	6	2	-6	-6	2	2	3	3	6	1
30	CCOc1ccc(CSC(=N)N)cc1Cl	5	10	0	3	-2	1	2	-6	2	-1
31	Cc1ccc(NC(=O)/C=C/c2ccc([N+](=O)[O-])s2)c(C)c1	2	-2	-6	-1	5	4	0	13	8	8
32	O=C(CCCN=C1NS(=O)(=O)c2ccccc21)OCC(=O)c1ccc(F)c(F)c1	-2	-5	1	5	-4	-8	2	-1	-4	-1
33	CCOC(=O)c1nnn(-c2nonc2N)c1-c1ccc(C)cc1	2	-4	-2	-1	0	0	-2	2	2	-3
34	CC1CCN(S(=O)(=O)c2ccccc2)CC1	-8	-4	3	-2	1	-1	-2	8	10	-2
35	O=C(COc1ccc(Cl)cc1)NCc1nnc(SCC(=O)NCc2ccc3c(c2)OCO3)o1	-3	1	2	-4	0	1	-2	0	8	-7
36	CCOc1ccc(S(=O)(=O)N2CCC(C(=O)NCCN3CCOCC3)CC2)cc1C	-5	3	-4	-2	-3	2	-4	-17	1	-3
37	Cc1ccccc1SCC(=O)OCC(=O)N(C)c1c(N)n(Cc2ccccc2)c(=O)[nH]c1=O	1	1	-1	-1	-1	10	2	1	-5	-5
38	N#Cc1cccc(C#N)c1Oc1ccc(N)cc1	4	2	2	0	1	1	0	-1	8	2
39	FC(F)(F)c1ccc(Oc2ccc3cc(Br)ccc3c2)nc1	-1	-3	-5	0	5	-3	3	-1	-10	-4
40	Cc1cc(N/N=C/c2ccccc2O)nc(N2CCOCC2)n1	-2	5	0	1	3	-7	-3	-22	-5	-4
41	Cc1cc(C)c(CN2CCC(N3CCC(C(=O)NCC4CCCO4)CC3)CC2)cc1C (stereo unspecified)	4	1	-6	-10	1	1	-1	5	2	0
42	CC(C)C1CCN(C(=O)C2CCC(=O)N(C3CCCCCC3)C2)CC1 (stereo unspecified)	-1	4	1	-4	0	-1	-1	5	10	-2
43	CC(NC(=O)c1ccc(Cl)cc1)c1nnc(SCc2ccc([N+](=O)[O-])cc2)n1C (stereo unspecified)	-3	3	5	-3	0	1	-2	4	3	-4
44	CC(=O)CSc1nnc(-c2cnccn2)n1-c1ccccc1	1	0	4	1	0	5	-3	1	-4	-1
45	Nc1nnc(SCC(=O)N2CCc3ccccc32)n1-c1ccccc1	1	10	-3	-2	2	2	0	-1	3	-2
46	Cc1ccc(S(=O)(=O)N2CCCCC2)cc1NC(=O)c1ccccn1	0	-7	2	0	-1	1	2	-2	5	-1
47	NNC(=O)c1ccc(Cn2cc(Br)cn2)cc1	-3	-6	2	0	-2	1	3	6	-7	1
48	COC(=O)CCCC(=O)N1CCCC(CNS(=O)(=O)c2ccc(OC)cc2)C1 (stereo unspecified)	-1	-3	-5	-3	1	4	3	-3	2	nt
49	COc1cc(/C=N/NC(=O)CC#N)cc(Br)c1O	0	1	-1	2	1	5	-1	-11	4	-4
50	CCn1c(=O)c(=O)n(CC)c2cc(S(=O)(=O)Nc3ccc(C)cc3)ccc21	2	-5	1	0	6	-3	-2	-7	1	0
51	CC1(c2nnc(Cc3ccccc3)o2)CC(c2ccccc2Br)=NO1 (stereo unspecified)	6	-3	2	-5	3	2	-2	-1	4	0
52	Nc1cc(=O)[nH]c(SCC(=O)N2N=C(c3ccc(Cl)cc3)CC2c2ccco2)n1 (stereo unspecified)	-24	-29	-1	15	2	-4	-2	15	-2	0
53	O=C(O)CSc1ncccn1	-6	0	1	0	5	5	-1	2	-2	4
54	Cc1ccc(-c2nnn(CC(=O)N(CCN3CCOCC3)C(C(=O)NC3CCCC3)c3ccncc3)n2)o1 (stereo unspecified)	7	4	-3	1	-1	4	1	3	1	1
55	COC(=O)c1cc(S(=O)(=O)N2CCCC2=O)c(Cl)cc1Cl	-3	-1	2	-2	1	4	0	-16	-2	7
56	CCCCC(=O)NC(=S)Nc1ccc(S(=O)(=O)N2CCCC2)cc1	-7	-7	0	-4	1	-1	1	0	5	-4
57	O=C(CCC1CCCC1)Nc1ccc(Br)cn1	1	-3	0	-1	-1	4	2	7	0	-4
58	CCN1CCN(c2ccc(S(=O)(=O)N3CCCCC3)cc2NC(=O)CC(C)c2ccccc2)CC1 (stereo unspecified)	1	0	1	-5	-1	3	0	7	0	6
59	C[C@H](CO)N1C[C@H](C)[C@@H](CN(C)S(C)(=O)=O)Oc2c(NC(=O)Nc3ccc4c(c3)OCO4)cccc2C1=O	0	6	3	4	-2	2	-2	7	1	1
60	CCc1nnc(NC(=O)C2CCC(CNc3c(N4CCC(C)CC4)c(=O)c3=O)CC2)s1 (stereo unspecified)	1	3	9	-4	-5	-11	4	-8	2	8

Going on with the list.
nr	SMILES	SIAE primary	HTRA1 inh	MBD2 inh	rCAG binder	LEDGF integ inh	mABHD4 FP	PRMT1 inh	TDP2 absorb	TCR-CD3 inh	NPR2 activator
61	NC(=O)Nc1ccc(C(=O)N2CCN(S(=O)(=O)Cc3ccccc3)CC2)cc1	-1	-1	-5	0	0	-2	0	-3	5	-2
62	O=C(CCN1C(=O)/C(=C\c2ccc(F)cc2)SC1=S)Nc1ccccc1	8	5	1	4	-1	4	2	14	5	8
63	CC(C)(C)c1ccc(C(=O)N2CCC2(C)C(=O)NCc2cccs2)cc1 (stereo unspecified)	-1	nt	-1	-2	-3	0	2	0	-6	1
64	COc1ccc(-c2cc(NC=O)c3ncc(-c4cccc(OC)c4)n3c2)cc1	6	nt	0	13	0	-4	0	0	-1	2
65	O=C(c1cc(C2CC2)nc2ccccc12)N1N=C(C(F)F)CC1(O)C(F)F (stereo unspecified)	2	-4	2	3	-3	-4	0	9	6	5
66	O=C(/C=C/c1ccc2ccccc2n1)c1cc(Br)ccc1O	2	-17	-6	20	2	5	0	5	9	2
67	Cc1ccc(S(=O)(=O)N2CCN(Cc3cc(=O)n4ccccc4n3)CC2)c(C)c1	9	8	5	3	-8	-9	6	-20	1	-3

Only part of the results is shown (hit frequency here may not be typical).
